Bioassay records deposited in PubChem by Broad Institute.
Mtb BioA inh: inhibitors of Mycobacterium tuberculosis BioA enzyme. purified M. tuberculosis BioA enzyme, plate reader. inhibition, % at 9.99 µM. 360,000 compounds, 0.096% hits. AID 602481; in the data active means inhibition above about 40%
An asterisk follows results filed as active. This is a subset; the hit share may differ from the screen's.

SMILES	Mtb BioA inh
CC(=O)N1[C@@H]2c3ccc(C4=CCCC4)c(=O)n3C[C@H]1[C@H](CO)[C@H]2C(=O)NC1CCC1	-0.5
Cc1ccccc1S(=O)(=O)NCC[C@@H]1CC[C@@H](NC(=O)C2CCC2)[C@H](CO)O1	-2.0
CC(C)NC(=O)N(C)C[C@@H]1Oc2ncc(C#Cc3ccccc3)cc2C(=O)N([C@H](C)CO)C[C@@H]1C	-2.6
C[C@@H]1CN([C@H](C)CO)C(=O)c2cc(NC(=O)CCN3CCOCC3)ccc2O[C@H]1CN(C)C(=O)Nc1ccccc1	-1.4
C[C@H]1CN([C@@H](C)CO)C(=O)c2cccc(NC(=O)Nc3ccc(F)cc3)c2O[C@@H]1CN(C)S(=O)(=O)c1ccc(F)cc1	0.4
COCCNC(=O)C[C@@H]1C[C@H]2c3cc(NC(=O)Nc4ccc(C(F)(F)F)cc4)ccc3O[C@H]2[C@@H](CO)O1	0.9
COc1ccc(CN2C[C@@H](O)COC[C@H]3O[C@@H](CC(=O)N(C)C)CC[C@@H]32)cc1	-0.6
C[C@H](CO)N1C[C@H](C)[C@H](CN(C)Cc2ccc(Oc3ccccc3)cc2)Oc2ccc(NC(=O)Nc3ccc(C(F)(F)F)cc3)cc2CC1=O	-2.3
CN1C(=O)c2cc(NC(=O)C3CC3)ccc2OC[C@H]2O[C@H](CC(=O)NCC3CCCCC3)CC[C@H]21	-0.9
COc1ccc(CN(C)C[C@H]2Oc3ccc(NS(=O)(=O)c4cn(C)cn4)cc3CC(=O)N([C@@H](C)CO)C[C@@H]2C)cc1	0.1

Part of the list above in order of SMILES length, falling:
SMILES	Mtb BioA inh
C[C@@H]1CN([C@H](C)CO)C(=O)c2cc(NC(=O)CCN3CCOCC3)ccc2O[C@H]1CN(C)C(=O)Nc1ccccc1	-1.4
CC(C)NC(=O)N(C)C[C@@H]1Oc2ncc(C#Cc3ccccc3)cc2C(=O)N([C@H](C)CO)C[C@@H]1C	-2.6
CN1C(=O)c2cc(NC(=O)C3CC3)ccc2OC[C@H]2O[C@H](CC(=O)NCC3CCCCC3)CC[C@H]21	-0.9
COc1ccc(CN2C[C@@H](O)COC[C@H]3O[C@@H](CC(=O)N(C)C)CC[C@@H]32)cc1	-0.6

Other entries.
SMILES	Mtb BioA inh
Cc1ccc(S(=O)(=O)N[C@@H]2CC[C@H](CCNC(=O)c3ccc4c(c3)OCO4)O[C@@H]2CO)cc1	-1.0
CCCC(=O)Nc1ccc2c(c1)C(=O)N(C)[C@@H]1CC[C@H](CC(=O)O)O[C@H]1CO2	-3.1
C[C@@H]1CN([C@@H](C)CO)C(=O)Cc2cc(N(C)C)ccc2O[C@H]1CN(C)Cc1ccc(C(=O)O)cc1	1.9
O=C(C[C@@H]1C[C@@H]2c3cc(NC(=O)C4CCOCC4)ccc3O[C@@H]2[C@H](CO)O1)NCc1ccncc1	-0.4
CCC(=O)N1[C@@H](CO)[C@@H](c2ccccc2)[C@@H]1CN(CC)C(=O)NC1CCCC1	3.5
COc1ccc(S(=O)(=O)Nc2ccc3c(c2)C(=O)N([C@H](C)CO)C[C@H](C)[C@H](CN(C)S(=O)(=O)c2ccc(OC)cc2)OCCCC[C@H](C)O3)cc1	-2.0
CCC(=O)Nc1ccc2c(c1)C(=O)N(C)C[C@@H](OC)[C@@H](C)CN(C(=O)c1ccncc1)[C@@H](C)CO2	-2.2
COc1ccc(S(=O)(=O)N(C)C[C@@H]2Oc3ccc(NC(=O)CCCN(C)C)cc3CC(=O)N([C@H](C)CO)C[C@H]2C)cc1	-4.0
C[C@H]1CN([C@@H](C)CO)C(=O)c2cc(NC(=O)Nc3cccc4ccccc34)ccc2O[C@H]1CN(C)CC1CCCCC1	-1.2
C[C@H]1CN([C@@H](C)CO)C(=O)c2cccc(NS(=O)(=O)c3ccccc3)c2O[C@H]1CN(C)S(C)(=O)=O	-2.1
CCC(=O)N[C@H]1C=C[C@@H](CC(=O)NCc2ccccc2F)O[C@@H]1CO	-5.2
Cc1ccc(S(=O)(=O)N2CC[C@@H]3[C@H]2c2cc(-c4cccc(C(=O)N(C)C)c4)ccc2N[C@@H]3CO)cc1	6.6
CC(C)C(=O)Nc1ccc2c(c1)C(=O)N(C)[C@@H]1CC[C@@H](CC(=O)NCc3ccc(F)cc3)O[C@@H]1CO2	-1.9
CN1C(=O)c2cc(NS(=O)(=O)CC(F)(F)F)ccc2OC[C@H]2O[C@@H](CC(=O)Nc3cccc(F)c3)CC[C@@H]21	1.1
CC(C)C#Cc1cnc2c(c1)C(=O)N([C@H](C)CO)C[C@@H](C)[C@H](CN(C)C(=O)c1ccc3c(c1)OCO3)O2	6.4
COc1ccc(S(=O)(=O)Nc2ccc3c(c2)C(=O)N([C@@H](C)CO)C[C@@H](C)[C@@H](CN(C)C(=O)NC(C)C)OCCCC[C@@H](C)O3)cc1	0.6
C[C@@H]1CN([C@@H](C)CO)C(=O)c2cc(NC(=O)Nc3cccc4ccccc34)ccc2O[C@H]1CN(C)Cc1ccc2c(c1)OCO2	-4.9
COc1cccc(NC(=O)N2C[C@@H](O)COC[C@@H]3O[C@H](CC(=O)NC4CCCC4)CC[C@H]32)c1	-0.5
C[C@@H]1CCCCO[C@H](CN(C)C(=O)Nc2ccc3c(c2)OCO3)[C@@H](C)CN([C@H](C)CO)C(=O)c2cc(NC(=O)CCC(F)(F)F)ccc2O1	-2.0
Cc1noc(C)c1NC(=O)N(C)C[C@@H]1OCCCC[C@H](C)Oc2ccc(NC(=O)Cc3ccccc3)cc2C(=O)N([C@@H](C)CO)C[C@@H]1C	2.2
C[C@H]1CN([C@@H](C)CO)C(=O)c2cc(NC(=O)Nc3ccc(C(F)(F)F)cc3)ccc2O[C@H]1CN(C)C(=O)NC1CCCCC1	-4.6
N#C[C@H]1[C@H](c2ccc(C#CC3CCCCC3)cc2)[C@@H](CO)N1S(=O)(=O)c1ccccc1	-2.5
CCCN(C)C[C@H]1Oc2cc(-c3cncnc3)ccc2S(=O)(=O)N([C@H](C)CO)C[C@H]1C	1.7
C[C@H]1CCCCO[C@H](CN(C)Cc2ccc(C(F)(F)F)cc2)[C@@H](C)CN([C@@H](C)CO)C(=O)c2cc(NC(=O)Nc3ccc(F)cc3)ccc2O1	2.1
C[C@@H]1CN([C@@H](C)CO)C(=O)c2cc(C#Cc3cccnc3)cnc2O[C@@H]1CN(C)C(=O)CC1CC1	1.7
C[C@H]1CN([C@@H](C)CO)C(=O)Cc2cc(NS(=O)(=O)c3cn(C)cn3)ccc2O[C@@H]1CN(C)Cc1ccc(C(=O)O)cc1	0.9
C[C@H](CO)N1C[C@H](C)[C@H](CN(C)C(=O)Nc2ccc3c(c2)OCO3)Oc2ncc(-c3cccc(C(F)(F)F)c3)cc2C1=O	0.4
O=C(C[C@@H]1C[C@@H]2c3cc(NC(=O)NC4CCCCC4)ccc3O[C@@H]2[C@H](CO)O1)NCc1ccncc1	-6.1
COCC(=O)N(C)C[C@@H]1Oc2ncc(C3=CCCCC3)cc2C(=O)N([C@@H](C)CO)C[C@H]1C	-2.8
CNC(=O)C[C@@H]1CC[C@@H]2[C@@H](COc3ccc(NC(=O)Nc4ccc(C)cc4)cc3C(=O)N2C)O1	5.2
C[C@H]1CN([C@@H](C)CO)C(=O)Cc2cc(NC(=O)Nc3ccc(C(F)(F)F)cc3)ccc2O[C@@H]1CN(C)S(C)(=O)=O	0.5
C[C@@H]1CCCCO[C@H](CN(C)C(=O)NC2CCCCC2)[C@H](C)CN([C@@H](C)CO)C(=O)c2cc(NC(=O)Cc3ccccc3)ccc2O1	-1.9
CN(C)C(=O)C[C@H]1CC[C@@H]2[C@@H](COc3ccc(NS(=O)(=O)c4cccc(F)c4)cc3C(=O)N2C)O1	-1.0
C[C@H](CO)N1C[C@H](C)[C@H](CN(C)S(=O)(=O)c2ccc(F)cc2)Oc2ncc(-c3cccc(C(=O)N(C)C)c3)cc2C1=O	-0.3
C[C@@H]1CCCCO[C@H](CN(C)S(=O)(=O)c2ccc(Cl)cc2)[C@H](C)CN([C@@H](C)CO)C(=O)c2cc(N(C)C)ccc2O1	1.1
C[C@@H]1CCCCO[C@@H](CN(C)C(=O)Nc2ccc3c(c2)OCO3)[C@@H](C)CN([C@@H](C)CO)C(=O)c2cc(N(C)C)ccc2O1	0.3
CN(C)CCCNC(=O)C[C@@H]1CC[C@H]2[C@@H](COc3ccc(NC(=O)c4ccc5c(c4)OCO5)cc3C(=O)N2C)O1	-1.8
CCC(=O)Nc1ccc2c(c1)C(=O)N(C)[C@@H]1CC[C@H](CC(=O)O)O[C@H]1CO2	1.0
C[C@H](CO)N1C[C@H](C)[C@H](CN(C)C(=O)CCC(F)(F)F)OCCCC[C@H](C)Oc2ccc(NS(=O)(=O)c3ccc(Cl)cc3)cc2C1=O	1.8
C[C@@H]1CCCCO[C@@H](CN(C)Cc2ccncc2)[C@H](C)CN([C@@H](C)CO)C(=O)c2cc(NC(=O)CCC(F)(F)F)ccc2O1	0.9
C[C@H]1CN([C@@H](C)CO)C(=O)c2cccc(NC(=O)Nc3ccc4c(c3)OCO4)c2O[C@@H]1CN(C)C(=O)Nc1ccc(C(F)(F)F)cc1	-2.7
CCNC(=O)C[C@@H]1CC[C@H]2[C@H](COc3ccc(NC(=O)C4CCCCC4)cc3C(=O)N2C)O1	-0.1
Cc1ccccc1S(=O)(=O)N[C@@H]1CC[C@@H](CCNS(=O)(=O)c2cccc(F)c2)O[C@@H]1CO	-0.8
C[C@H]1CN([C@@H](C)CO)C(=O)c2cccc(NC(=O)c3ccc(-c4nccs4)cc3)c2O[C@H]1CN(C)Cc1ccc(C(F)(F)F)cc1	0.5
CCNC(=O)C[C@@H]1CC[C@@H]2[C@H](COC[C@@H](O)CN2C(=O)C2CCCC2)O1	-2.0
CO[C@H]1CN(C)C(=O)c2cc(NS(C)(=O)=O)ccc2OC[C@@H](C)N(Cc2ccccc2)C[C@H]1C	-0.7
C[C@@H]1CN([C@H](C)CO)S(=O)(=O)c2ccc(C3=CCCCC3)cc2O[C@@H]1CN(C)C(=O)CC1CC1	0.4
CCCN1C[C@H](C)[C@H](OC)CN(C)C(=O)c2ccc(NC(=O)C3CC3)cc2OC[C@H]1C	-2.4
Cc1noc(C)c1S(=O)(=O)Nc1ccc2c(c1)C(=O)N([C@@H](C)CO)C[C@H](C)[C@H](CN(C)C(=O)NC(C)C)OCCCC[C@H](C)O2	-1.0
O=C(N[C@H]1CC[C@H](CC(=O)N2CCOCC2)O[C@@H]1CO)c1ccc2c(c1)OCO2	0.1

(next part)
SMILES	Mtb BioA inh
Cc1noc(C)c1S(=O)(=O)Nc1ccc2c(c1)C(=O)N([C@@H](C)CO)C[C@@H](C)[C@@H](CN(C)C(=O)CCCN(C)C)OCCCC[C@@H](C)O2	-1.0
C[C@@H]1CN([C@@H](C)CO)C(=O)Cc2cc(NS(=O)(=O)c3cn(C)cn3)ccc2O[C@H]1CN(C)S(=O)(=O)c1ccc(Cl)cc1	2.6
Cc1noc(C)c1NC(=O)Nc1ccc2c(c1)C(=O)N([C@H](C)CO)C[C@H](C)[C@H](CN(C)Cc1ccc(C(F)(F)F)cc1)OCCCC[C@H](C)O2	2.5
CCC(=O)N(C)C[C@@H]1Oc2cc(-c3ccccc3)ccc2S(=O)(=O)N([C@H](C)CO)C[C@H]1C	6.3
C[C@@H]1CCCCO[C@H](CN(C)C(=O)c2ccncc2)[C@H](C)CN([C@@H](C)CO)C(=O)c2cc(NS(C)(=O)=O)ccc2O1	1.7
COCC(=O)Nc1ccc2c(c1)C(=O)N(C)C[C@H](OC)[C@H](C)CN[C@@H](C)CO2	-1.8
C[C@@H]1CCCCO[C@@H](CN(C)S(=O)(=O)c2cn(C)cn2)[C@@H](C)CN([C@H](C)CO)C(=O)c2cc(NS(=O)(=O)c3cn(C)cn3)ccc2O1	-6.7
O=C([C@H]1N[C@H]2c3ccc(/C=C/c4ccccc4)c(=O)n3C[C@H]2[C@@H]1CO)N1CCCCC1	-1.5
Cc1ccc(S(=O)(=O)Nc2ccc3c(c2)C(=O)N([C@@H](C)CO)C[C@H](C)[C@@H](CN(C)CC2CC2)O3)cc1	-2.6
Cc1ccc(S(=O)(=O)N2C[C@H](O)COC[C@H]3O[C@H](CC(=O)NCc4ccc5c(c4)OCO5)CC[C@@H]32)cc1	0.0

Entries above with a COOH group:
SMILES	Mtb BioA inh
CCCC(=O)Nc1ccc2c(c1)C(=O)N(C)[C@@H]1CC[C@H](CC(=O)O)O[C@H]1CO2	-3.1
C[C@@H]1CN([C@@H](C)CO)C(=O)Cc2cc(N(C)C)ccc2O[C@H]1CN(C)Cc1ccc(C(=O)O)cc1	1.9
C[C@H]1CN([C@@H](C)CO)C(=O)Cc2cc(NS(=O)(=O)c3cn(C)cn3)ccc2O[C@@H]1CN(C)Cc1ccc(C(=O)O)cc1	0.9
CCC(=O)Nc1ccc2c(c1)C(=O)N(C)[C@@H]1CC[C@H](CC(=O)O)O[C@H]1CO2	1.0

The results go on.
SMILES	Mtb BioA inh
C[C@@H]1CN([C@@H](C)CO)S(=O)(=O)c2ccc(-c3cccc(C#N)c3)cc2O[C@H]1CN(C)C(=O)C1CC1	2.2
CO[C@@H](CN(C)Cc1ccc(-c2ccccn2)cc1)[C@H](C)CN(C(=O)Nc1ccc(F)cc1)[C@@H](C)CO	-0.7
C[C@H](O)C#Cc1cnc2c(c1)C(=O)N([C@H](C)CO)C[C@H](C)[C@H](CN(C)C(=O)Nc1ccc(C(F)(F)F)cc1)O2	-1.2
C[C@@H]1CN([C@@H](C)CO)C(=O)c2cc(NC(=O)CCN3CCOCC3)ccc2O[C@H]1CN(C)Cc1ccc(Cl)c(Cl)c1	1.0
O=C(N[C@H]1CC[C@H](CCNS(=O)(=O)c2ccc(F)cc2)O[C@@H]1CO)c1cnccn1	0.0
C[C@@H]1CN([C@@H](C)CO)C(=O)Cc2cc(NS(=O)(=O)c3ccccc3)ccc2O[C@H]1CN(C)S(=O)(=O)c1ccc(Cl)cc1	-2.6
CO[C@@H]1CN(C)C(=O)c2ccc(NC(=O)C3CCC3)cc2OC[C@@H](C)N(C(=O)Nc2ccc(C(F)(F)F)cc2)C[C@H]1C	1.1
